NadD inh: NadD (S. aureus) enzyme inhibition. 360,000 tested, 0.78% active. inhibition, % at 20 µM. purified NadD enzyme, colorimetric absorbance read-out; in the data active = inhibition above about 26%; note: some compounds past the cut are filed as inactive
Neddyl block: inhibitors of human cullin neddylation; TR-FRET cullin neddylation, biochemical; calls only at 25 µM; 360,000 tested, 0.58% active; AID 651699; in the data active = inhibition above about 36%
SUMO1-SIM PPI: alters human SUMO1 binding to SIM partners. SUMO1 binding to a labelled peptide, TR-FRET, 1 h. AID 602429. P63165. inhibition, % at 20 µM. 360,000 tested, 0.33% active; in the data active = inhibition above about 37%
Target sequence (P63165 whole entry, looked up): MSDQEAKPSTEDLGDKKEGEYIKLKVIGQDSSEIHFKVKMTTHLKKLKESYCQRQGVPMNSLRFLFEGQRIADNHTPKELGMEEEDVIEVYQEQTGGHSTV
Tb MetRS inh: Trypanosoma brucei MetRS inhibition; purified T. brucei MetRS, ATP depletion, Kinase-Glo luminescence; 360,000 tested, 0.4% active; inhibition, % at 11.9 µM;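 active = inhibition above a per-plate cutoff of the control wells' mean inhibition plus 3 SD, cut at about 5.5% in these data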;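 note: 0% = DMSO wells median and 100% = median of wells with control inhibitor compound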
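Dosing: 11.9 µM compound single dose, 0.9% DMSO; Assay system: purified T. brucei MetRS enzyme; Measured by: Kinase-Glo luciferase luminescence reporting remaining unconsumed ATP; Schedule: 15 min plus 2 h at 25 °C.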
DNMT1 block: inhibitors of human DNMT1. 360,000 tested, 0.83% active. DNMT1 molecular beacon, Hinp1I cleavage, fluorescence. inhibition (reported as % activation of signal), % at 10 µM. P26358. AID 588458; in the data active = inhibition above about 50%
CendR NRP1 mod: alters CendR peptide binding to human NRP-1 | 360,000 tested, 0.85% active | FAM-RPARPAR peptide binding to NRP-1, fluorescence polarization | inhibition, % at 25 µM | O14786;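 active = inhibition or corrected inhibition above about 18%, plus a signal ratio from 0.5 to 1.5, limit read from the data, passing the limit was not always enough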; note: strong numbers were not always called active
LMPTP inh: LMPTP (human) inhibition; 360,000 tested, 0.22% active; recombinant LMPTP-A, OMFP fluorogenic substrate, fluorescence intensity; P24666; inhibition, % at 20 µM;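 active = compounds that cut the enzyme signal by at least half of the control window in the single-dose screen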;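 note: plate controls were DMSO wells with enzyme plus substrate for no effect and substrate without enzyme for full effect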
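Buffer or medium: Bis-Tris pH 6.0, DTT, detergent; Assay system: LMPTP-A enzyme; Quantity: 0.625 nM enzyme; Detection: endpoint fluorescence intensity; Times: 50 min dark incubation at room temperature; Controls: substrate-only low control, DMSO enzyme-plus-substrate high control; Doses: single 20 µM dose; Read-out: percent inhibition versus substrate-only and uninhibited controls; Reagent: 400 µM OMFP.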
SKN-1 inh: inhibitors of C. elegans SKN-1; C. elegans VP596 Pgst-4::GFP/RFP ratio, acrylamide-induced, 24 h; inhibition, % at 21.8 µM; 360,000 tested, 0.49% active;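 active = interference check ratio from 0.5 to 1.5 plus GFP to RFP signal ratio inhibition reaching or exceeding a fixed threshold, cut at about 30% in these data, passing the limit was not always enough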; note: some compounds called inactive have numbers as strong as hits
STEP block: blocks human striatal-enriched tyrosine phosphatase | 360,000 tested, 0.25% active | recombinant STEP, OMFP fluorogenic substrate, fluorescence | P54829 | inhibition, % at 20 µM;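 active = inhibition at 20 µM, scaled per plate between control wells, above about 37%, limit read from the data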;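 note: 0% = DMSO with enzyme and substrate and 100% = substrate only without enzyme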
Target sequence (P54829 whole entry, looked up): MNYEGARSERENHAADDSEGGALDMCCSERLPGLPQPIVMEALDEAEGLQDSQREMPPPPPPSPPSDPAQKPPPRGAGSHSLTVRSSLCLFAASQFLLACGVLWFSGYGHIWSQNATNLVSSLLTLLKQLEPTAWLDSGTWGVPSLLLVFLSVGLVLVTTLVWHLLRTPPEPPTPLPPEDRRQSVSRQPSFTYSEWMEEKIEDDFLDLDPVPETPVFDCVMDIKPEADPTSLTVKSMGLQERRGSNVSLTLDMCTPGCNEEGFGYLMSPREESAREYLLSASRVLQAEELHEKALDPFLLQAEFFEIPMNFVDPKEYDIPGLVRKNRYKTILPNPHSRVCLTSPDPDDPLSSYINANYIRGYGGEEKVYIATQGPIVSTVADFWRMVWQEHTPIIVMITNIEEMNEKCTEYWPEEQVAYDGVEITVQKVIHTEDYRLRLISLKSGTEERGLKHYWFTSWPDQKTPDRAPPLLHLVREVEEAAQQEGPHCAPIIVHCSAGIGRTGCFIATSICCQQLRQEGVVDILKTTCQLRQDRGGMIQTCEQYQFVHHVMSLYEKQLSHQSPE
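System: STEP phosphatase, cell-free reaction; Buffer or medium: Bis-Tris pH 6.0 buffer with DTT, detergent; Incubation: 20 min at room temperature, dark; Measured by: fluorescence, 480/540 nm.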
Scp-1 inhibitor: blocks human Scp-1 phosphatase activity; Recombinant Scp1, phosphopeptide, malachite green phosphate absorbance; inhibition, % at 20 µM; 340,000 tested, 0.88% active; AID 493091;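 active = inhibition above about 50% at 20 µM, limit read from the data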;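 note: plate controls were DMSO wells with enzyme for no effect and wells lacking enzyme for full effect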
Target sequence (Q9GZU7 76-261 limits assumed): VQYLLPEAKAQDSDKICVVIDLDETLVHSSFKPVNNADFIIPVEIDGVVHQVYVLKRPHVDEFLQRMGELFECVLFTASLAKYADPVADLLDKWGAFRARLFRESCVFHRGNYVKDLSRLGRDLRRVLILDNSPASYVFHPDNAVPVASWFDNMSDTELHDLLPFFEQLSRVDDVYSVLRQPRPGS
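Test system: SCP-1 phosphatase catalytic domain, residues 76-261; measured by: colorimetric phosphate reagent with accelerator and stabiliser, absorbance at 630 nm; timing: enzyme reaction 45 min at room temperature, colour 5 min, stabilisation 30 min; also added: Phosphorylated 17-residue peptide substrate; compound dosing: one concentration, 20 µM, with 1.0% DMSO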
* = called active by the depositor; i = inactive; . = not tested or not shown. Some of the compounds tested; rates above refer to the full screens.

SMILES	NadD inh	Neddyl block	SUMO1-SIM PPI	Tb MetRS inh	DNMT1 block	CendR NRP1 mod	LMPTP inh	SKN-1 inh	STEP block	Scp-1 inhibitor
COc1ccc(-n2c(/C=C/c3ccc(O)c(OC)c3)nc3ccccc3c2=O)cc1	4	i	-24	-1.7	-11	-53	1.5	-5	0	5
O=C(Nc1ccc(C(F)(F)F)cc1)c1cccn(Cc2ccc3c(c2)OC(F)(F)O3)c1=O	-5	i	1	-1.3	-10	-6	4.8	-22	0	-12
CC(=O)N1CCC2(CC1)CC(=O)c1cc(OCC(=O)N3CCC4(CC3)OCCO4)ccc1O2	-2	.	1	-0.4	-1	3	-0.9	2	0	-13
C[N+](C)(C)CC(=O)O	0	i	3	-0.2	-2	-6	-3.0	-5	-2	-9
Cc1cc(N)n(C2CCN(C)CC2)n1	-5	i	0	-0.8	-1	7	-3.9	-10	-1	6
CN1CCC(O)(c2ccc(Cl)cc2)C(C(=O)c2ccc(Cl)cc2)C1 (configuration not stated)	-6	i	2	-0.1	2	-1	-0.4	-7	-1	45
O=C(c1cnn2c(C(F)(F)F)cc(-c3ccccc3)nc12)N1CCC2(CC1)OCCO2	-2	i	-11	-0.9	1	7	-3.1	4	-7	-4
CC1CN=C(Nc2ccc(F)c(Cl)c2)S1 (configuration not stated)	-4	i	1	-0.3	-4	4	-0.6	-1	-1	-6
CCOC(=O)N(C)c1ccc(C(O)(C(=O)OCC)C(F)(F)F)cc1 (configuration not stated)	5	i	4	-0.4	-4	-14	-0.8	-3	-5	-10
CC1CC(C)OP(=O)(OCCC#N)O1 (configuration not stated)	1	i	15	-0.7	7	-1	0.7	-14	-4	8
CC1CCCCN1Cc1ccc(Cl)nc1 (configuration not stated)	-5	i	-2	-0.4	4	-4	-2.1	-3	1	-14
CN1C(=O)C(=Cc2sc(=O)n(-c3ccccc3)c2N2CCCCC2)C(=O)N(C)C1=O	-4	i	-20	-0.3	2	-63	4.2	38*	5	-7
CC(C)NC(=O)c1ccc(N2CC3CC(C2)c2cccc(=O)n2C3)c([N+](=O)[O-])c1 (configuration not stated)	-5	i	-14	-0.3	1	-15	0.8	6	1	2
CCOc1c(P(=S)(N(C)C)N(C)C)c(C)nn1-c1ccccc1	-2	i	0	0.1	-9	14	-1.6	4	3	14
CCn1c(C(=O)N2CCC(C(=O)N3CCC4(CC3)OCCO4)CC2)cc2sccc21	6	i	0	-0.3	-1	6	-2.0	6	-1	-11
CCCn1c(C(=O)c2ccc(OC)cc2)nc2ccccc21	-3	i	0	-0.3	5	-3	1.6	-5	5	-15
CC(=O)Nc1nnc(CCN(CCc2nnc(NC(C)=O)s2)[N+](=O)[O-])s1	4	i	1	-0.1	1	-10	-0.5	-5	-2	-8
COCCNCCOc1ccc(C(C)(C)c2ccccc2)cc1	-11	i	-2	-0.5	-3	-1	-0.6	0	1	0
COc1cccc(C(c2nnnn2C2CCCCC2)N2CCC3(CC2)C(=O)NCN3c2ccccc2)c1OC (configuration not stated)	8	i	5	-0.4	-9	10	1.8	8	2	.
COC(=O)C1=C(c2cccc(C#N)c2)C[C@@H]2CC[C@H]1N2C(=O)NCCCOC(C)C	0	i	8	-0.6	3	16	-2.7	12	0	-2
COCCOC(=O)C1=C(N)Oc2c(c(=O)oc3ccccc23)[C@@]12C(=O)Nc1ccccc12	0	i	4	-0.4	-3	10	-1.3	-6	-1	-5
C=Cn1ccnc1P(=S)(c1ccn(C)c1)c1nccn1C=C	6	i	0	0.7	-7	-6	-0.5	14	-2	-11
Cc1[nH]c2ccc(OC(F)(F)F)cc2c1CCNCc1ccc(Cl)cc1	-4	i	-36	-0.1	-6	4	0.2	6	1	10
CCCCn1c(N)c(C(=O)OCC2CCCO2)c2nc3ccccc3nc21 (configuration not stated)	0	.	0	1.0	-18	-13	2.2	4	0	-4
C=CCN1C(=O)/C(=C\c2ccc(N3CCOCC3)o2)C(=O)NC1=S	-3	i	-69	0.7	9	-240	8.4	29	-2	13

Structural class: the entries above containing a carbonyl joined to an NH by a bond outside any ring (four)
SMILES	NadD inh	Neddyl block	SUMO1-SIM PPI	Tb MetRS inh	DNMT1 block	CendR NRP1 mod	LMPTP inh	SKN-1 inh	STEP block	Scp-1 inhibitor
O=C(Nc1ccc(C(F)(F)F)cc1)c1cccn(Cc2ccc3c(c2)OC(F)(F)O3)c1=O	-5	i	1	-1.3	-10	-6	4.8	-22	0	-12
CC(C)NC(=O)c1ccc(N2CC3CC(C2)c2cccc(=O)n2C3)c([N+](=O)[O-])c1 (configuration not stated)	-5	i	-14	-0.3	1	-15	0.8	6	1	2
CC(=O)Nc1nnc(CCN(CCc2nnc(NC(C)=O)s2)[N+](=O)[O-])s1	4	i	1	-0.1	1	-10	-0.5	-5	-2	-8
COC(=O)C1=C(c2cccc(C#N)c2)C[C@@H]2CC[C@H]1N2C(=O)NCCCOC(C)C	0	i	8	-0.6	3	16	-2.7	12	0	-2

5 compounds from above with just LMPTP inh, STEP block and SKN-1 inh:
Molecule	LMPTP inh	STEP block	SKN-1 inh
CN1C(=O)C(=Cc2sc(=O)n(-c3ccccc3)c2N2CCCCC2)C(=O)N(C)C1=O	4.2	5	38*
CCCn1c(C(=O)c2ccc(OC)cc2)nc2ccccc21	1.6	5	-5
CC(=O)Nc1nnc(CCN(CCc2nnc(NC(C)=O)s2)[N+](=O)[O-])s1	-0.5	-2	-5
C=CCN1C(=O)/C(=C\c2ccc(N3CCOCC3)o2)C(=O)NC1=S	8.4	-2	29
COc1ccc(-n2c(/C=C/c3ccc(O)c(OC)c3)nc3ccccc3c2=O)cc1	1.5	0	-5

Continuation.
SMILES	NadD inh	Neddyl block	SUMO1-SIM PPI	Tb MetRS inh	DNMT1 block	CendR NRP1 mod	LMPTP inh	SKN-1 inh	STEP block	Scp-1 inhibitor
CC1CC2C(C(O)CC3(C)C(O)CCC23)C2(C)CCC(=O)C=C12 (configuration not stated)	3	i	1	-0.1	3	3	-1.5	18	-2	-7
O=C(NCC(c1cccnc1)N1CCOCC1)Oc1ccccc1 (configuration not stated)	-5	i	0	-0.2	0	2	-1.9	22	1	-2
O=C1/C(=C\c2ccc(Cl)c(Cl)c2)N2CCC1CC2	6	i	4	-0.9	-3	-3	-1.8	7	2	-7
CCCCCn1c(=O)c(C(=O)Nc2ccccc2Cl)c(O)c2ccccc21	-2	i	-2	-0.1	-1	-2	-1.0	3	-2	-5
Cc1cc(C)cc(N2C(=O)NC(=O)/C(=C/c3cccn3-c3ccc(Cl)cc3)C2=O)c1	22	i	5	-0.3	22	-34	-0.6	12	2	-7
COc1ccc(CN2CCN(C(=O)COc3ccc4ccccc4c3)CC2)c(OC)c1	-4	i	6	-1.0	-4	6	0.6	-1	1	6
C/C(=N\NC(=O)c1ccccc1)c1c(O)n(C2CCCCC2)c(=O)[nH]c1=O	0	i	0	-0.1	1	3	-0.9	-6	0	-11
COc1cccc(CC(=O)N2CCN(Cc3cccc(Cl)c3)CC2)c1	-4	i	6	0.1	-1	-16	-1.3	2	-2	-5
CCOC(=O)C1(c2ccccc2)CCN(CC(=O)Nc2cccc3ccccc23)CC1	-3	i	-3	0.6	0	8	3.0	14	-2	-1
Cc1ccc(NC2=NCCCS2)cc1Cl	2	i	-1	-0.5	0	10	-0.2	-14	2	-1
COc1ccc(CN2Cc3cc(N4CCCCC4)ccc3-n3nncc3C2)cc1	-2	i	0	0.5	4	0	0.6	14	0	.
N#Cc1ccccc1NC(=O)CN1CC=C(c2ccccc2)CC1	-3	i	1	-0.5	2	5	0.3	-3	-1	-5
CC1(C)C(=O)CCC2C1=CCC1C2CCC2(C)C(O)CCC12 (configuration not stated)	-4	i	4	-0.1	-2	-2	-0.3	13	1	-5
Cc1ccc(CN2CCCN(Cc3ccc(Cl)cc3)S2(=O)=O)cc1	-2	i	8	-1.2	1	8	4.5	9	7	-13
COC(=O)C1=C(c2ccc(F)cc2F)C[C@@H]2CC[C@H]1N2C	2	i	0	-0.1	2	0	-0.4	-2	1	-3
COc1ccc2[nH]c(C)c(CCNCc3cc(OC)c(OC)c(OC)c3)c2c1	-8	i	-1	-1.2	-9	0	-1.7	2	-6	-5
Cc1cc(N2C(=O)CC(N3CCC(n4c(=O)[nH]c5ccccc54)CC3)C2=O)no1 (configuration not stated)	6	i	7	-0.5	0	4	1.2	0	1	-4
CCCC(=O)NC(Oc1ccc(Cl)cc1Cl)C(Cl)(Cl)Cl (configuration not stated)	-4	i	5	-0.2	1	-4	-2.3	8	2	0
O=c1[nH]c(=O)n(C2CCCCC2)c(O)c1/C=C/C=Nc1ccccc1	5	i	-27	0.0	8	132	1.1	53	-24	-16
COc1ccc(N=C(C)c2c(O)n(C3CCCCC3)c(=O)[nH]c2=O)c(OC)c1	-3	i	0	-0.5	1	-12	0.9	-1	-3	2
COC(=O)c1c(C)n(Cc2ccco2)c2ccc(O)cc12	-3	i	0	0.0	-9	-10	0.8	8	-2	-7
Cc1ccc(-n2c(O)c(C=NCCCn3ccnc3)c(=O)[nH]c2=O)cc1	-4	i	4	0.2	3	-16	-5.5	-7	-1	1
CN(C)C(=O)Oc1cccc(-c2cn3cc(Cl)ccc3n2)c1	0	i	1	1.6	3	-5	-0.2	14	5	-7
